Diaphorase act: activates diaphorase or chemically reduces, flagging diaphorase assay artifacts; activation factor at 20 µM; AID 1229; 0.005% of 190,000 active; Diaphorase/resazurin coupled assay, resorufin fluorescence, 16 min; stronger effect = higher value; 1 = vehicle wells, 0 = NADH-free wells;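 active = diaphorase activity raised at least twofold by the compound at 20 µM; inactive = activation factor below 2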
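Assay system: Purified diaphorase enzyme from Clostridium kluyveri | Amount: Enzyme 0.07 U/mL final | Dosing: Compound 20 µM once, DMSO 1% | Timing: 16 min reaction at room temperature | Detection: Fluorescence, excitation 544 nm and emission 590 nm | Evaluation: Higher resorufin formation from activation or reduction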
TR-FRET SRC-2 ct: flags TR-FRET format artefacts in PPARgamma SRC-2 recruitment agonist screen | TR-FRET ratio at 8 µM | TR-FRET artefact counter-screen; stronger effect = higher value | AID 1049 | 0.4% of 200,000 active; in the data active = TR-FRET ratio above about 2000; also: inactives centre near 1500
Diaphorase inh: counter-screen for diaphorase-based assays: diaphorase inhibitors and chemical oxidizers. AID 1217. diaphorase resazurin-to-resorufin fluorescence, NADH, 16 min; bacterial (C. kluyveri) enzyme, not human. inhibition, % at 20 µM. 0.69% of 190,000 active;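 active = primary screen inhibition at 20 µM above a set limit, cut at about 50% in these data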;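 also: plate controls were DMSO with full reaction for no effect and wells lacking NADH for full effect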
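controls = No-NADH positive control and DMSO neutral control | system = Clostridium kluyveri diaphorase enzyme | timing = reaction incubation of 16 min at room temperature | signal = resorufin fluorescence 544/590 nm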
S1P3 antag: blocks the human S1P3 receptor; CHO S1P3 NFAT-BLA reporter, FRET fluorescence, antagonist mode; 0.27% of 170,000 active; inhibition, % at 4.98 µM;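 active = inhibition above the plate cutoff, the mean inhibition of test wells on that plate plus 3 SD, cut at about 28% in these data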;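 also: cells challenged with S1P at its EC80 of 0.8 µM; blue over green emission ratio from cleaved BLA substrate after 4 h stimulation; 0% = S1P-stimulated wells and 100% = unstimulated DMSO-only wells; some compounds past the cut are filed as inactive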
Target sequence (Q99500 whole entry, looked up): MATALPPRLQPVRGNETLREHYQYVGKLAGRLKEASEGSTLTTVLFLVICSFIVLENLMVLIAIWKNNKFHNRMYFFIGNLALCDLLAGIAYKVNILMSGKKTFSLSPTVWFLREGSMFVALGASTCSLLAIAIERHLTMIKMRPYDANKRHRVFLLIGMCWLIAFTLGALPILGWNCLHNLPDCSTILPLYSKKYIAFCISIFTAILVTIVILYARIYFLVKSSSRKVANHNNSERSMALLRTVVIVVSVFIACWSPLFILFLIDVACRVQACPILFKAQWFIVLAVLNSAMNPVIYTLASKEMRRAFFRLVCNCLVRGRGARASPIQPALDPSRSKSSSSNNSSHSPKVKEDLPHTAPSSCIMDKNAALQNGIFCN
PMI activator: activators of human phosphomannose isomerase | P34949 | purified human PMI, coupled resazurin fluorescence, 20 min; stronger effect = higher value; 1 = vehicle control, 0 substrate-free wells | activation factor at 20 µM | 0.005% of 190,000 active | AID 1214;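 active = activation factor of 2 or more at 20 µM, relative to plate controls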
PPARg SRC-1 ag: promotes SRC-1 coactivator recruitment by human PPARgamma | 0.41% of 200,000 active | AID 631 | P37231 | activation, % at 8 µM | PPARgamma-SRC-1 coactivator recruitment biochemical assay; in the data active = activation above about 19%;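 also: 0% = DMSO and 100% = reference agonist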
PPARg SRC-2 ag: promotes SRC-2 coactivator recruitment by human PPARgamma. activation, % at 8 µM. 0.34% of 200,000 active. PPARgamma LBD-SRC-2 recruitment, biochemical; in the data active = activation above about 22%;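 also: 0% = vehicle and 100% = reference agonist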
PPARg SRC3 recr: agonists of human PPARgamma SRC-3 coactivator recruitment; P37231; biochemical PPARgamma/SRC-3 coactivator recruitment assay; activation, % at 8 µM; 0.26% of 200,000 active; in the data active = activation above about 23%;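 also: 0% = DMSO and 100% = reference agonist; some compounds past the cut are filed as inactive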
PMI act satM6P: increases human PMI activity with near-saturating mannose 6-phosphate | coupled PMI enzyme assay, resazurin fluorescence, 20 min; stronger effect = higher value; 1 = untreated enzyme, 0 = substrate-free blank | AID 1216 | activation factor at 20 µM | 0.34% of 190,000 active;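 active = activation factor of 2 or more at 20 µM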
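Material: human phosphomannose isomerase with PGI, G6PDH, diaphorase coupling enzymes / Reagent: Man-6-P substrate 1.0 mM / Dosing: single compound dose of 20 µM, 1% DMSO final / Incubation: enzyme reaction with compound 20 min at room temperature / Signal: resorufin fluorescence (Ex 544/Em 590 nm) from resazurin via diaphorase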
ROMK mod: modulators of human ROMK potassium channel. Tet-inducible ROMK, thallium flux fluorescence; actives lie on both sides. B-score at 10 µM. 2% of 130,000 active;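 active = signal ratio slope over the read window, or its plate-corrected B-score, at least 3 SD from the plate mean, either direction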;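 also: B-score of the F/F0 ratio slope over 7 to 12 s after thallium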
Target sequence (P48048 whole entry, looked up): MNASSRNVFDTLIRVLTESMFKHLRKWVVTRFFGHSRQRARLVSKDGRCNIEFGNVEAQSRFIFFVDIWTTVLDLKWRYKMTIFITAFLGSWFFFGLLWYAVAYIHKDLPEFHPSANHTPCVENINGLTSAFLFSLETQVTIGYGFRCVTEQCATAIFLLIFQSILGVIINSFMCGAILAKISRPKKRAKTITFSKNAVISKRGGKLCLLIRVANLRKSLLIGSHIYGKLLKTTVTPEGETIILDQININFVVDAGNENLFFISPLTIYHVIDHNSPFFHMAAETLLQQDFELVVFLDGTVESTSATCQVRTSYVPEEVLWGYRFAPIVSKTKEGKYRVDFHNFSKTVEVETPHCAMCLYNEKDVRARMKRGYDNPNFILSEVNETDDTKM
G6PDH CS: counter-screen for G6PDH assay hits: L. mesenteroides G6PDH inhibition | inhibition, % at 5 µM | 0.12% of 200,000 active | Purified L. mesenteroides G6PDH, diaphorase/resazurin coupled fluorescence, 45 min | AID 1020; in the data active = inhibition above about 50%
* marks the source's active call; other numbers are inactive results; . = not tested or not shown.

Every second line gives: Diaphorase act, TR-FRET SRC-2 ct, Diaphorase inh, S1P3 antag, PMI activator, PPARg SRC-1 ag, PPARg SRC-2 ag, PPARg SRC3 recr, PMI act satM6P, ROMK mod, G6PDH CS
1) COc1ccc(NC(=O)CC2C(=O)N(C)C(=S)N2Cc2ccco2)cc1 (stereo not given)
→ 0.9, 1485, 6.8, 13.7, 0.9, -3.3, 7.4, 1.0, 1, 0.36, 8.1
2) O=C(CCS(=O)(=O)c1ccccc1)Nc1ccc2c(c1)C(=O)NC2=O
→ 1, 1628, 3.8, -9.9, 1, 3.0, -3.4, 5.2, 1, 0.213, -2.2
3) CN(C)S(=O)(=O)c1ccc(NC(=O)c2cc(-c3cccs3)nc3ccccc23)cc1
→ 0.8, 2669*, 18.2, 2.1, 0.9, 4.4, 1.7, 14.6, 1, -0.00761, -9.6
4) O=C(c1ccc(Cl)nc1)N1CCN(C/C=C/c2ccccc2)CC1
→ 0.8, 1513, 18.5, -10.2, 1, 3.2, -12.3, -0.7, 0.9, -0.308, 0.4
5) CCOc1ccc(-n2cc(C(=O)c3cc(Cl)ccc3O)cc(C#N)c2=O)cc1
→ 0.9, 1462, 8.5, 0.1, 1.1, -4.9, -3.6, 2.4, 1.1, -0.841, 1.6
6) C/C(=C\c1ccccc1)C(=O)Nc1nccs1
→ 1, 1465, 4.2, -7.4, 1, 3.5, -0.3, -1.3, 0.9, 1.08*, 4.0
7) CC[C@H](C)[C@@H]1NC(=O)c2cc([N+](=O)[O-])cc(F)c2NCCCC[C@@H](C(N)=O)NC(=O)[C@H](CCCCN)NC1=O
→ 1.1, 1459, -12.9, -10.0, 1, 4.3, 9.8, 2.2, 0.9, -0.831, 10.2
8) CC1(C)NC(=O)N(CCOc2ccc([N+](=O)[O-])cc2)C1=O
→ 0.8, 1459, 20.2, -18.5, 1, -8.6, -9.4, -1.5, 1, -0.467, -0.7
9) CC(=O)c1cccc(NC(=O)N2CCCC2C(=O)NCCC(C)C)c1 (stereo not given)
→ 1, 1496, -4.9, -20.0, 1, 7.2, 3.3, 0.3, 1, -0.256, 5.9
10) COC(=O)C1=C(C)NC(=O)/C1=C\c1cc(C)n(-c2cc(C)cc(C)c2)c1C
→ 0.8, 1564, 19.7, ., 1.4, 3.8, 8.0, -3.9, 1.7, 0.429, -2.8
11) COc1ccc(/C=C/C(=O)N(C)C2CCCCC2)cc1Br
→ 0.8, 1792, 20.2, 10.3, 0.9, 4.2, 8.5, 9.4, 0.9, -0.0999, 8.8
12) CCN(CC)C(=O)c1ccccc1NC(=O)c1cccc(S(=O)(=O)N(CC)CC)c1
→ 0.9, 1310, 10.5, -3.4, 0.9, -4.0, 7.0, 2.6, 1, 1.34, -1.7
13) c1ccc(-c2csc3ncn4nnnc4c23)cc1
→ 0.9, 1470, 13.6, -18.4, 0.9, 2.7, 0.7, 1.8, 0.9, 0.092, -9.4
14) CCN1CCN(c2cc3c(nn2)Oc2ccccc2N3C)CC1
→ 0.9, 1640, 10.1, -10.1, 0.9, 4.0, 15.2, 4.8, 1, -0.141, 1.8
15) O=C(NCc1cccnc1)C(=O)NCC1OCCN1S(=O)(=O)c1ccc(F)cc1 (stereo not given)
→ 1.2, 1299, -18.9, -9.4, 1.2, -8.0, 0.8, 1.0, 1.2, 0.0256, 12.8

(cont.)
Every second line gives: Diaphorase act, TR-FRET SRC-2 ct, Diaphorase inh, S1P3 antag, PMI activator, PPARg SRC-1 ag, PPARg SRC-2 ag, PPARg SRC3 recr, PMI act satM6P, ROMK mod, G6PDH CS
16) O=C(O)C1Cc2ccccc2CN1C(=O)COc1ccc(Cl)cc1 (stereo not given)
→ 0.9, 1570, 6.4, -7.1, 1, 5.7, -1.6, -2.1, 0.7, 0.0141, 7.0
17) Cc1ccc(N(C(=O)Cn2nnc3ccccc32)C(C(=O)NCc2ccco2)c2ccc(C)o2)cc1 (stereo not given)
→ 0.9, 1713, 14.9, 5.9, 1, -3.8, 6.7, 1.7, 0.9, ., 3.1
18) CC(C)(C)c1ccc(/C=C(\C#N)C(=O)NCCN2CCOCC2)cc1
→ 0.9, 1750, 8.5, -2.8, 0.9, 3.6, -0.7, -1.0, 0.9, 0.0832, 5.2
19) O=C(c1ccncc1)N1CCN(c2ccc(F)cc2)CC1
→ 0.9, 1618, 12.4, ., 0.9, -2.0, 5.7, -3.1, 0.9, -0.0183, 7.6
20) CCCc1nnc(SCC(=O)Nc2ccc(OC)cc2)n1N
→ 0.9, 1532, 7.4, -20.6, 0.9, -5.0, -0.4, -2.1, 0.9, ., 5.2
21) O=C(N/N=C/c1ccncc1)c1ccc2c(c1)OCO2
→ 1, 1402, 1.6, -14.3, 1.3, -3.4, 2.1, 1.8, 1.3, -0.00384, 8.2
22) CC1CCc2nn(CC(=O)NCCN3CCCCC3C)cc2C1 (stereo not given)
→ 1.1, 1440, -12.3, 11.1, 1, -5.3, -1.7, 2.2, 1, ., 16.0
23) CCCOc1ccc(C(=O)C(CN2CCOCC2)c2ccccc2)cc1 (stereo not given)
→ 0.9, 1680, 10.3, ., 1.1, 2.8, 6.1, 0.8, 1.1, ., -4.8
24) COCCCN=CC1=C(O)CC(C)(C)CC1=O
→ 0.9, 1570, 12.4, -39.6, 1.1, 10.3, 0.0, -0.4, 1, ., 12.0
25) Cc1ccc(S(=O)(=O)NC(CC(N)=O)C(=O)O)cc1 (stereo not given)
→ 0.9, 1612, 5.6, -9.2, 1.1, -0.5, 10.9, 12.0, 1.1, -0.792, 1.9
26) Cc1nn(-c2ccc(Cl)cc2Cl)c(C)c1C(=O)O
→ 1, 1392, -1.0, -19.4, 1, 1.1, -3.5, 3.4, 0.9, -0.045, 7.3
27) CCOC(=O)c1c(NC(=O)CN2C(=O)CN(C)C2=O)sc(C)c1C
→ 0.9, 1581, 6.8, 14.0, 1, 13.7, 3.7, 1.9, 1, -0.0128, 5.4
28) CCC(=O)Nc1sc(C(=O)Nc2ccccc2F)c(C)c1C(=O)OC
→ ., 1543, ., -7.6, ., -6.7, 10.4, 1.7, ., -1.41, 9.3
29) CCOC(=O)c1c(CC(C)C)csc1NC(C)=O
→ 0.9, 1552, 14.9, -1.7, 0.9, 7.2, 6.7, -3.4, 1, 0.423, -12.2
30) CCOc1ccccc1NC(=O)C1C2C=CC(O2)C1C(=O)O (stereo not given)
→ 0.9, 1447, 14.3, -14.5, 0.9, -2.5, -4.6, 3.7, 0.9, 0.0464, 7.3

Quoted from above, entries 14–27
Every second line gives: Diaphorase act, TR-FRET SRC-2 ct, Diaphorase inh, S1P3 antag, PMI activator, PPARg SRC-1 ag, PPARg SRC-2 ag, PPARg SRC3 recr, PMI act satM6P, ROMK mod, G6PDH CS
14) CCN1CCN(c2cc3c(nn2)Oc2ccccc2N3C)CC1
→ 0.9, 1640, 10.1, -10.1, 0.9, 4.0, 15.2, 4.8, 1, -0.141, 1.8
15) O=C(NCc1cccnc1)C(=O)NCC1OCCN1S(=O)(=O)c1ccc(F)cc1 (stereo not given)
→ 1.2, 1299, -18.9, -9.4, 1.2, -8.0, 0.8, 1.0, 1.2, 0.0256, 12.8
16) O=C(O)C1Cc2ccccc2CN1C(=O)COc1ccc(Cl)cc1 (stereo not given)
→ 0.9, 1570, 6.4, -7.1, 1, 5.7, -1.6, -2.1, 0.7, 0.0141, 7.0
17) Cc1ccc(N(C(=O)Cn2nnc3ccccc32)C(C(=O)NCc2ccco2)c2ccc(C)o2)cc1 (stereo not given)
→ 0.9, 1713, 14.9, 5.9, 1, -3.8, 6.7, 1.7, 0.9, ., 3.1
18) CC(C)(C)c1ccc(/C=C(\C#N)C(=O)NCCN2CCOCC2)cc1
→ 0.9, 1750, 8.5, -2.8, 0.9, 3.6, -0.7, -1.0, 0.9, 0.0832, 5.2
19) O=C(c1ccncc1)N1CCN(c2ccc(F)cc2)CC1
→ 0.9, 1618, 12.4, ., 0.9, -2.0, 5.7, -3.1, 0.9, -0.0183, 7.6
20) CCCc1nnc(SCC(=O)Nc2ccc(OC)cc2)n1N
→ 0.9, 1532, 7.4, -20.6, 0.9, -5.0, -0.4, -2.1, 0.9, ., 5.2
21) O=C(N/N=C/c1ccncc1)c1ccc2c(c1)OCO2
→ 1, 1402, 1.6, -14.3, 1.3, -3.4, 2.1, 1.8, 1.3, -0.00384, 8.2
22) CC1CCc2nn(CC(=O)NCCN3CCCCC3C)cc2C1 (stereo not given)
→ 1.1, 1440, -12.3, 11.1, 1, -5.3, -1.7, 2.2, 1, ., 16.0
23) CCCOc1ccc(C(=O)C(CN2CCOCC2)c2ccccc2)cc1 (stereo not given)
→ 0.9, 1680, 10.3, ., 1.1, 2.8, 6.1, 0.8, 1.1, ., -4.8
24) COCCCN=CC1=C(O)CC(C)(C)CC1=O
→ 0.9, 1570, 12.4, -39.6, 1.1, 10.3, 0.0, -0.4, 1, ., 12.0
25) Cc1ccc(S(=O)(=O)NC(CC(N)=O)C(=O)O)cc1 (stereo not given)
→ 0.9, 1612, 5.6, -9.2, 1.1, -0.5, 10.9, 12.0, 1.1, -0.792, 1.9
26) Cc1nn(-c2ccc(Cl)cc2Cl)c(C)c1C(=O)O
→ 1, 1392, -1.0, -19.4, 1, 1.1, -3.5, 3.4, 0.9, -0.045, 7.3
27) CCOC(=O)c1c(NC(=O)CN2C(=O)CN(C)C2=O)sc(C)c1C
→ 0.9, 1581, 6.8, 14.0, 1, 13.7, 3.7, 1.9, 1, -0.0128, 5.4

(further entries)
Every second line gives: Diaphorase act, TR-FRET SRC-2 ct, Diaphorase inh, S1P3 antag, PMI activator, PPARg SRC-1 ag, PPARg SRC-2 ag, PPARg SRC3 recr, PMI act satM6P, ROMK mod, G6PDH CS
31) C=CCn1c(SCc2ccc(Cl)cc2)nc2cc(C(=O)N3CCC(C(N)=O)CC3)ccc2c1=O
→ 0.8, 1583, 18.5, 3.6, 1, 5.6, 7.5, 2.2, 1, -0.637, -2.8
32) N#Cc1c(NC(=O)CCCN2C(=O)c3ccccc3C2=O)oc(-c2ccccc2)c1-c1ccccc1
→ 0.7, 1443, 27.0, 30.5, 0.9, 3.9, -0.4, -2.7, 0.9, ., 9.4
33) Oc1ccccc1N1CCN(C(=S)NCc2ccccc2)CC1
→ 0.8, 1609, 17.5, -9.9, 1, 10.3, 6.1, 1.6, 0.8, -0.875, 5.4
34) CC1CCCCC1NC(=O)CN1C(=O)NC(C)(c2ccc(OC(F)F)cc2)C1=O (stereo not given)
→ 0.8, 1600, 22.7, -7.8, 0.9, 6.1, 1.7, -4.0, 0.9, ., 4.7
35) O=C(/C=C/c1ccccc1)Nc1ccc(Br)cn1
→ 1, 1781, -3.7, -0.3, 1, 6.1, 4.7, 0.5, 1.1, 0.474, -2.2
36) O=C(Cc1ccccc1)Nc1nc2ccccc2[nH]1
→ 0.9, 1392, 11.7, -9.1, 0.9, -5.4, -3.4, 10.1, 0.9, ., 7.2

Bioassay records: PubChem BioAssay, several laboratories
